Screening results: PubChem BioAssay, several laboratories
S1P2 blocker: antagonists of human S1P2 receptor; O95136; cell-based S1P2 antagonist assay, inhibition at 5 uM; inhibition, % at 5 µM; 0.21% of 97,000 active; in the data active means inhibition above about 45%;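 further: CRE beta-lactamase reporter cells expressing human S1P2 stimulated with S1P; 0% = agonist at EC80 alone and 100% = agonist plus reference antagonist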
Mac1 fbg inh: CD11b/CD18-fibrinogen binding inhibition. P05107+P11215. K562 CD11b/CD18 adhesion to fibrinogen, ATPlite luminescence; Mn2+ added to activate the integrin. inhibition, % at 10 µM. 0.54% of 93,000 active;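 active means primary inhibition of 50% or more at 10 µM, then 40% or more on retest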; further: some results filed as inactive read as strong as hits
PLAP activator: activates human placental alkaline phosphatase; P05187; activation fold at 20 µM; 1.2% of 96,000 active; purified PLAP enzyme, luminescent substrate read-out; active compounds read high; in the data active means activation fold above about 2
Target sequence (P05187 whole entry, looked up): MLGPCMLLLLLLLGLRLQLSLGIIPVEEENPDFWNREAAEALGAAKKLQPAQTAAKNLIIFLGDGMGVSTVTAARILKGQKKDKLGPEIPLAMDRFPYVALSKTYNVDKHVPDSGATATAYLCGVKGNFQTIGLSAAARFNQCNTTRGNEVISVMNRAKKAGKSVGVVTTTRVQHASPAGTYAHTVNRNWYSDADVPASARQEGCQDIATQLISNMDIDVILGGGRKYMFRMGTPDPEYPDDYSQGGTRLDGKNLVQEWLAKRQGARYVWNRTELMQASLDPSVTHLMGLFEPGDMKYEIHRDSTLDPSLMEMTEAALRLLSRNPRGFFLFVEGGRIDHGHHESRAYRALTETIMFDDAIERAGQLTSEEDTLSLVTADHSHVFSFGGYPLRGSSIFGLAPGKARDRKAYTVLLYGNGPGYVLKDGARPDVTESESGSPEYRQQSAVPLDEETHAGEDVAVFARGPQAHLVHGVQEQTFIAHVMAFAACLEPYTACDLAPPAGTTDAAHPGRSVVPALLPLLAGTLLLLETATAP
PostGolgi ctrl: inhibits growth of the yeast control strain; efflux-deficient yeast background strain, growth absorbance A615, 16 h; inhibition, % at 10 µM; 5% of 98,000 active
Ecoli WT expand: blocks growth of wild type E. coli BW25113; OD600 absorbance; growth inhibition, % at 100 µM; 0.15% of 98,000 active; AID 710;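 active means growth inhibition above about 50% at one test dose, limit read from the data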;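 further: growth measured after 20 h incubation at 37 °C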
sEH inh: blocks human soluble epoxide hydrolase activity; P34913; inhibition, % at 2 µM; 0.34% of 91,000 active; recombinant human sEH enzymatic activity assay; in the data active means inhibition above about 80%; further: values of inactives mirror those of a sister screen read the other way; many of its hits are not listed in these tables
Target sequence (P34913 whole entry, looked up): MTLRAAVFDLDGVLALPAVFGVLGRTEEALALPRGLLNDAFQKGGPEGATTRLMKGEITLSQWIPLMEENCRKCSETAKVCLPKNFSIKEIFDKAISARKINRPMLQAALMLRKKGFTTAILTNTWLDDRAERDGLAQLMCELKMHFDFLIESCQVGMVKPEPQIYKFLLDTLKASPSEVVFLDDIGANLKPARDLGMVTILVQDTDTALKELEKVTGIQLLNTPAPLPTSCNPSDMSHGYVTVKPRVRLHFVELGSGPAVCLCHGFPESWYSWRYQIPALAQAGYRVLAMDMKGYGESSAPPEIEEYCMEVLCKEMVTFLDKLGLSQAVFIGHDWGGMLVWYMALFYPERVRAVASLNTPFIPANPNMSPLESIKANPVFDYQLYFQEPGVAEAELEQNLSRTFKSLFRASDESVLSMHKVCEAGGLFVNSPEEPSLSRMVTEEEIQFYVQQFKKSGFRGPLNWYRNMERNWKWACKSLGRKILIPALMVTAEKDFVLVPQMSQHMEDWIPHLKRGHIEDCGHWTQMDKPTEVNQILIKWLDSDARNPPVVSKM
sEH act: soluble epoxide hydrolase (human) activation | AID 717 | 0.04% of 91,000 active | activation, % at 2 µM | purified human sEH enzymatic activity, activator screen; in the data active means activation above about 37%; further: values of inactives mirror those of a sister screen read the other way
S1P2 ag: S1P2 (human) receptor agonism; 0.46% of 97,000 active; AID 729; S1P2-expressing cell line, agonist reporter read-out; O95136; activation, % at 4.5 µM; in the data active means activation above about 16%;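 further: 0% = vehicle low control and 100% = maximal reference agonist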
PostGolgi yeast: growth inhibition of a yeast mutant, post-Golgi transport screen | post-Golgi transport phenotypic cell assay | inhibition, % at 10 µM | 0.9% of 98,000 active;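 further: yeast cells grown in 1536-well plates; yeast grown about 18 h at 30C before absorbance read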
An asterisk follows results filed as active; . = no result given. Unless noted, no stated cut-off is given here; in the data, active means inhibition above about 30%; inactive means the rest. An unsorted share of the library; about 7.1% have a hit in one of these screens.

SMILES | S1P2 blocker | Mac1 fbg inh | PLAP activator | PostGolgi ctrl | Ecoli WT expand | sEH inh | sEH act | S1P2 ag | PostGolgi yeast
COc1ccc(S(=O)(=O)N2CCC(C(=O)N3CCN(c4ccccc4OC)CC3)CC2)cc1 | -8 | -5 | 1.6 | 0 | -1 | 8 | -10 | -2 | -2
O=C(CN(c1ccccc1)S(=O)(=O)c1ccccc1)N1CCN(Cc2ccc3c(c2)OCO3)CC1 | 12 | 4 | 1.2 | 6 | -10 | 12 | -13 | -5 | 4
CCOC(=O)C1=C(C)N=C2SC(C(=O)OC)=CC(=O)N2C1c1cccc(OC)c1 (stereo not drawn) | -1 | . | 1.3 | -4 | 0 | 19 | -17 | -3 | 7
Cc1cc(C)cc(NC(=O)CN2C(=O)NC(C)(c3ccccc3)C2=O)c1 (stereo not drawn) | 4 | 16 | 0.9 | 4 | 0 | 5 | -4 | -5 | -2
CC(C)(C)c1cc(C(=O)O)nn1-c1ccccc1 | 21 | -23 | 1.4 | -9 | -6 | 6 | -5 | -8 | -1
Cc1ccc(-c2csc(NC(=O)c3ccno3)n2)cc1 | 11 | -19 | 1.4 | -3 | -2 | -2 | 3 | -5 | -4
COc1ccc2nc(NCc3ccccc3)[nH]c2c1 | 11 | 7 | 1.5 | -6 | 24 | -4 | 6 | -11 | 2
Cc1ccc(N2CCN(C(=O)N3CCCC3)CC2)cc1C | 9 | -34 | 1.5 | 1 | 6 | 9 | -9 | -8 | -9
COc1cccc(NC(=O)CSc2nnc(-c3cccs3)n2C)c1 | 14 | -1 | 0.9 | -7 | -20 | 0 | -1 | -6 | 7
CC1(C)Cc2ccccc2-c2nnc(-c3ccccc3)n21 | . | -16 | 0.9 | 7 | 7 | . | . | . | -3
O=C(C1CC1)N1CCc2cc(Br)cc(S(=O)(=O)N3CCOCC3)c21 | -5 | -7 | 1 | 18 | -8 | 5 | -4 | -7 | 3
CCn1c(SCC(=O)NCc2ccco2)nc2c(c1=O)SC(C)C2 (stereo not drawn) | -15 | 0 | 1.1 | 7 | -3 | 3 | -3 | -1 | 4
CCc1ccc(OCC(=O)NC(=S)Nc2ccc(F)cc2)c(Br)c1 | -16 | . | 0.9 | -4 | 1 | -13 | 13 | -8 | 5
Cc1cc2c(c(=O)n1CCN(C)C)C(c1ccncc1)C(C#N)=C(N)O2 (stereo not drawn) | -9 | 11 | 1 | 3 | -3 | 12 | -8 | -1 | 10
Cc1ccc(Nc2cnn(C34CC5CC(CC(CC(=O)O)(C5)C3)C4)c(=O)c2Cl)cc1 | -1 | 12 | 1.7 | -2 | -11 | -9 | 9 | -2 | 4
O=C(C1CCCO1)N1CCN(C(c2ccccc2)c2ccccc2)CC1 (stereo not drawn) | -7 | 4 | 1.5 | 2 | 8 | -8 | 11 | -6 | -2
CCN(CC)S(=O)(=O)c1ccc(C)c(NC(=O)COC(=O)c2ccc(C)c(S(=O)(=O)N3CCOCC3)c2)c1 | -15 | 10 | 1.8 | -2 | -4 | 5 | -4 | -6 | -1
COc1cccc(OCC(O)CN2CC(C)CC(C)C2)c1 (stereo not drawn) | 10 | -24 | 1 | 8 | 10 | -9 | 8 | 1 | -6
Cc1nc(NC(=O)c2cc(-n3cnnc3)ccc2Cl)ccc1Br | 0 | . | . | . | . | -14 | 10 | -1 | .
O=C(CCS(=O)(=O)c1cccc2nsnc12)N1CCN(Cc2ccc3c(c2)OCO3)CC1 | -20 | . | 1.6 | 3 | 5 | -3 | 4 | -2 | 10

The last four records of the section above lead into the next.
SMILES | S1P2 blocker | Mac1 fbg inh | PLAP activator | PostGolgi ctrl | Ecoli WT expand | sEH inh | sEH act | S1P2 ag | PostGolgi yeast
CCN(CC)S(=O)(=O)c1ccc(C)c(NC(=O)COC(=O)c2ccc(C)c(S(=O)(=O)N3CCOCC3)c2)c1 | -15 | 10 | 1.8 | -2 | -4 | 5 | -4 | -6 | -1
COc1cccc(OCC(O)CN2CC(C)CC(C)C2)c1 (stereo not drawn) | 10 | -24 | 1 | 8 | 10 | -9 | 8 | 1 | -6
Cc1nc(NC(=O)c2cc(-n3cnnc3)ccc2Cl)ccc1Br | 0 | . | . | . | . | -14 | 10 | -1 | .
O=C(CCS(=O)(=O)c1cccc2nsnc12)N1CCN(Cc2ccc3c(c2)OCO3)CC1 | -20 | . | 1.6 | 3 | 5 | -3 | 4 | -2 | 10
COc1ccccc1C(=O)N1CCN(C(=O)c2ccncc2)CC1 | 10 | . | 1 | 23 | 3 | 1 | 1 | -5 | -7
COC(=O)c1ccc(CSc2nc(C)nc3c2c(=O)n(C)c(=O)n3C)o1 | . | . | . | 2 | -4 | 12 | -8 | . | 3
Cc1cc(N(C(=O)c2ccco2)C(C(=O)NC2CCCCC2)c2ccccc2)ccc1-n1cnnn1 (stereo not drawn) | 16 | 4 | 1.6 | 5 | -13 | -11 | 12 | -2 | 14
CCOC(=O)CCc1cccc2c1CCC2=O | -5 | . | 1 | 11 | -1 | 1 | -1 | -2 | 3
Cc1cccc(NC(=O)CCCN2C(=O)c3ccccc3C2=O)n1 | -7 | . | 1 | 13 | 2 | 7 | -4 | -5 | 27
CC(C)CCNC(=O)NC(=O)COc1ncnc2sccc12 | -1 | -3 | 0.9 | 7 | 0 | 2 | -2 | -8 | 6
CCCCCCOC(=O)c1ccc(OC(=O)c2cccnc2)cc1 | -13 | 20 | 1.3 | 4 | 14 | 7 | -8 | -3 | -6
CCc1ccc(CCC(=O)Nc2ccc(C)c(C)c2)o1 | . | 14 | 1.1 | 7 | -2 | . | . | . | 18
C/C=C/CSc1nc2c(c(=O)[nH]c(=O)n2C)n1CCC | -17 | 4 | 1 | 3 | 2 | 11 | -10 | -1 | 21
O=C(c1ccc(Cl)cc1)N1CCN(c2cc(=O)[nH]nc2-c2ccccc2)CC1 | 13 | . | 1.2 | -1 | 7 | 10 | -9 | 0 | 7

Entries of single compounds as entered above. Screens in order: S1P2 blocker, Mac1 fbg inh, PLAP activator, PostGolgi ctrl, Ecoli WT expand, sEH inh, sEH act, S1P2 ag, PostGolgi yeast
CC(C)CCNC(=O)NC(=O)COc1ncnc2sccc12 is listed with -1, -3, 0.9, 7, 0, 2, -2, -8, 6
CCc1ccc(CCC(=O)Nc2ccc(C)c(C)c2)o1 is listed with ., 14, 1.1, 7, -2, ., ., ., 18

The listing continues:
SMILES | S1P2 blocker | Mac1 fbg inh | PLAP activator | PostGolgi ctrl | Ecoli WT expand | sEH inh | sEH act | S1P2 ag | PostGolgi yeast
c1ccc(CCNc2ncnc3nc[nH]c23)cc1 | 4 | 30 | 2.2* | 8 | 1 | 1 | 0 | -8 | 1
CCOc1nc(NCc2ccco2)nc(Nc2ccc(OC)cc2)n1 | -15 | -9 | 0.8 | 27 | -11 | -6 | 4 | -3 | -4
CCn1c(COc2ccc(C)cc2)nnc1SCC(=O)C(C)(C)C | 10 | -1 | 1.6 | 21 | 4 | -3 | 0 | -4 | -10
COc1ccc(N2CCN(C(=O)CSc3nnc4c(C)cc5ccc(C)c(C)c5n34)CC2)cc1 | -12 | -42 | 1.5 | 6 | 1 | 6 | -6 | -6 | -3
Cc1cccc(NC(=O)c2cc3n(n2)C(C(F)(F)F)CC(C2CC2)N3)c1C (stereo not drawn) | 1 | -19 | 1.1 | 9 | 1 | -13 | 17 | -2 | -2
CCN(CC)c1ccc(N2C(=O)/C(=C\c3cccnc3)SC2=S)cc1 | 6 | . | 1.1 | 2 | -14 | 10 | -9 | -4 | 11
CCC(C(=O)Nc1ncccn1)(C(F)(F)F)C(F)(F)F | -10 | -4 | 0.9 | 3 | 2 | -2 | 4 | 1 | 10
CC(=O)NCC12CC3CC(C1)CC(C(=O)O)(C3)C2 | 4 | -9 | 1.2 | 2 | 1 | -12 | 9 | 1 | 4
Cc1ccc(C(=O)N(c2c(C)n(C)n(-c3ccccc3)c2=O)C(C)C)cc1 | 8 | -2 | 0.9 | 11 | 2 | -8 | 8 | 0 | -1
CC1CC(NC(=O)C2(C)CC2(Cl)Cl)CC(C)(C)C1 (stereo not drawn) | -6 | -50 | 1 | 9 | 2 | -8 | 9 | -8 | 0
O=C1CC(=O)C(n2cncn2)C(c2cccc(Cl)c2)C1 (stereo not drawn) | -2 | . | 1.1 | -2 | -3 | 7 | -2 | -8 | -4
Cc1ccc(CNC(=O)C2CCN(S(=O)(=O)c3c(C)noc3/C=C/c3ccco3)CC2)cc1 | 30 | -9 | 1.4 | 33* | -9 | 8 | -4 | -5 | -9
NC(=O)CC(NC(=S)NCc1ccccc1)C(=O)O (stereo not drawn) | -21 | 2 | 0.9 | 8 | -2 | -10 | 12 | 0 | -2
CN1CCN(C2CC(=O)N(Cc3ccc(N4CCCC4=O)cc3)C2=O)CC1 (stereo not drawn) | 9 | . | 1.2 | -1 | -1 | -1 | 2 | -3 | 13
COC(=O)c1ccc(CSc2nc3c(cnn3-c3ccc(Cl)cc3)c(=O)[nH]2)o1 | -16 | -6 | 1.7 | 5 | -8 | 0 | 0 | -5 | -4
CCOC(=O)N1CCN(C(=O)CSCC(=O)Nc2nc(-c3ccc(OC)cc3)cs2)CC1 | -2 | 7 | 1.3 | 30* | -2 | -1 | -2 | -3 | -12
N/C(=N\OC(=O)C1CCCCC1)c1cccc([N+](=O)[O-])c1 | 10 | -19 | 1.1 | -7 | 9 | -5 | 5 | -3 | -6
CC1=C(C(=O)OCc2ccccc2)C(c2ccccn2)c2c(n(C)c(=O)n(C)c2=O)N1 (stereo not drawn) | -17 | 20 | 1.7 | 11 | 5 | 7 | -8 | -8 | -1
O=C(COC(=O)c1ccco1)Nc1nc2ccccc2s1 | 4 | . | 1 | 15 | 2 | . | . | -5 | -2
Cc1nn(Cc2cccc(C(=O)Nc3ccn(Cc4ccccc4F)n3)c2)c(C)c1[N+](=O)[O-] | -3 | 12 | 0.9 | -6 | 1 | 60 | -60 | -4 | -16
O=C(Nc1ccc(NC(=O)c2ccco2)nc1)c1cccnc1 | 21 | . | . | 6 | -4 | -4 | 5 | -7 | 2
Cn1cnnc1SCc1nc(N)nc(Nc2ccccc2)n1 | 9 | . | 0.8 | 6 | -4 | -4 | 2 | -1 | -7
CCN1C(=C2C(=O)c3ccccc3C2=O)C=Cc2ccccc21 | -14 | -10 | 0.5 | 8 | 2 | -13 | 15 | -5 | 0
Oc1ccc(-c2[nH]ncc2-c2cccc3cccnc23)c(O)c1 | 32 | 40 | 1.9 | 10 | 13 | -3 | 4 | -11 | 16
CCOC(=O)c1nn(-c2ccc(Cl)cc2)c2nc(-c3ccc(C)cc3)c(C#N)c(=O)n12 | -1 | 8 | 1.5 | 18 | -10 | 8 | -6 | 2 | 5
Cc1nc2ccccc2c(=O)n1/N=C/c1ccc(N(C)C)cc1 | 4 | -4 | 1.1 | 8 | 2 | -5 | 4 | -3 | 5
COc1ccc2cc(C(=O)Nc3ccc(F)cc3)sc(=O)c2c1OC | 1 | . | 0.9 | 10 | -12 | 1 | -1 | -4 | -5
O=C(NCc1ccc(F)cc1)c1cnc(-c2ccccn2)nc1C(F)(F)F | -25 | -4 | 1.4 | 6 | 2 | -1 | -2 | -2 | 7
O=C(Cn1cnc2sc(-c3ccccc3)cc2c1=O)NCCc1ccccc1 | -2 | -6 | 0.6 | -3 | -3 | 3 | -6 | -1 | -3
CC(c1ccccc1)C1CC(=O)N(Cc2ccco2)C1=O (stereo not drawn) | 13 | -23 | 1.6 | 3 | 1 | -9 | 8 | -1 | 8
CC1=C(C#N)C(c2cccnc2)C2=C(CC(c3ccc(Cl)cc3)CC2=O)N1 (stereo not drawn) | -1 | 5 | 1.3 | 1 | 10 | -8 | 8 | -4 | -1
O=C(Nc1ccccc1)Nc1nnc(-c2ccccc2)o1 | 0 | . | 1.1 | 22 | -5 | . | . | -7 | -2
CC(C)(C)NC(=O)C(c1ccco1)N(Cc1ccc(F)cc1)C(=O)c1snc(C(N)=O)c1N (stereo not drawn) | -9 | 11 | 1.9 | 20 | -1 | . | . | -4 | -21
Cc1nc2sc(-c3ccccc3)cc2c(=O)n1-n1cccc1 | 0 | 4 | 1 | 1 | 3 | 11 | -10 | -3 | 11
O=C(c1ccccc1)c1nnc(-c2ccncc2)o1 | 9 | 3 | 1.2 | 17 | 4 | 4 | -4 | -5 | 3
Cc1cccc(OCc2nc(C#N)c(NCCN(C)C)o2)c1 | . | -11 | 1 | -8 | -3 | . | . | . | 6
O=C(CN1CCC(C(=O)c2ccc(F)cc2)CC1)Nc1ccc(F)cc1 | -2 | . | . | . | . | 12 | -12 | -9 | .
